High-throughput results: PubChem, National Center for Advancing Translational Sciences (NCATS)
mIDH1 inhibitor – blocks human mutant IDH1 R132H enzyme; O75874; 0.093% of 390,000 active; AID 602179; IDH1-R132H enzyme, NADPH consumption, diaphorase/resazurin fluorescence; Potency, µM (highest dose often 76.6 µM), without a hit: at the top dose activity change, negative = inhibition, hits mostly inhibitors; further: potency means the concentration at half of the fitted maximal effect; on the % scale 0 is the no-effect control and ±100 the full control effect; nearly all actives have a fitted effect of over 65% in size
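IDH1-R132H (0.5 ug/mL dispensed) in pH 7.5 Tris buffer was preincubated 30 min with compound, then given a substrate mix of 0.016 mM NADPH and 2 mM alpha-KG for 80 min at room temperature; remaining NADPH was read by diaphorase/resazurin fluorescence.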
USP1-UAF1 inh – blocks the human USP1/UAF1 deubiquitinase complex; 0.23% of 390,000 active; recombinant USP1/UAF1, Ub-Rhodamine cleavage fluorescence; Potency, µM (titrated, usually from 57.1 µM), for the others: at the highest dose activity change, negative = inhibition, hits mostly inhibitors; further: potency means the concentration at half of the fitted maximal effect; on the % scale 0 is the no-effect control and ±100 the full control effect; nearly all actives have a fitted effect of over 60% in size; inactives centre near -12
Target sequence (O94782 whole entry, looked up): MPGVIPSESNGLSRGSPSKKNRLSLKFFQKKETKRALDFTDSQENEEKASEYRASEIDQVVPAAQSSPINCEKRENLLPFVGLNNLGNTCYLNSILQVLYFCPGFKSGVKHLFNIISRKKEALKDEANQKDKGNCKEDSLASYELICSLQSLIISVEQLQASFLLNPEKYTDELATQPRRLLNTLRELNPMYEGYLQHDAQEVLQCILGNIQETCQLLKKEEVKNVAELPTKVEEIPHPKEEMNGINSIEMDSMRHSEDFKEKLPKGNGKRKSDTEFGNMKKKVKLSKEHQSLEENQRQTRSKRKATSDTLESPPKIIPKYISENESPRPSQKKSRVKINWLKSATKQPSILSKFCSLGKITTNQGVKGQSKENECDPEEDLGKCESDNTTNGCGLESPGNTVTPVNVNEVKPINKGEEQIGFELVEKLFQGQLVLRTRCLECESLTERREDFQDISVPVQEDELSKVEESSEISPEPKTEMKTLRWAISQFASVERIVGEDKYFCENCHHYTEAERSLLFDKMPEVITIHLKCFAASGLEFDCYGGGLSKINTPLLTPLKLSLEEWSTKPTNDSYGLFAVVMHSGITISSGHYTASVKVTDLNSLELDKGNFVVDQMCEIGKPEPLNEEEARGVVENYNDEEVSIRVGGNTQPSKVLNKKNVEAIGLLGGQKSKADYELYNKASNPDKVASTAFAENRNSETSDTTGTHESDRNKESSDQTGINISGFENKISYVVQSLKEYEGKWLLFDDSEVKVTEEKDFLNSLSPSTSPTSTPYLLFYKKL
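Step one: compound is pinned into 1nM USP1/UAF1 in HEPES pH 7.8 buffer with TCEP. Step two: 15 min room-temperature incubation. Step three: Ub-Rho (150nM final) starts cleavage, tracked by fluorescence over six one-minute reads.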
D2 antagonist – antagonizes the human D2 dopamine receptor. P14416. HEK293 TREx D2 cells, calcium flux, dopamine EC80. inhibition, % at 10 µM. 2% of 340,000 active; in the data active means inhibition above about 30%; further: 0% is about no effect
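Compounds are added to dye-loaded, induced HEK293 T-REx cells coupled to calcium release via D2; after a 3 min kinetic read an EC80 dopamine stimulus is given and fluorescence is recorded for 3 more min.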
PI4K2A inh – inhibitors of human PI4K2A | Q9BTU6 | purified PI4K2A, ADP-Glo luminescence, 1 h; active compounds read low | activity change, negative = inhibition, % at 76.9 µM | 0.13% of 420,000 active | AID 1346378; in the data active means activity change below about -50%; inconclusive means mostly about -30% to -49%;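 further: -100% = wells without enzyme as full effect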
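In this quantitative HTS, ADP production by PI4K2A was quantified luminescently after 1 h at ambient temperature; 100 microM adenosine served as plate-quality control.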
rTrxR1 inhibitor – blocks rat thioredoxin reductase 1; O89049; recombinant rTrxR1, NADPH fluorescence consumption, selenite substrate; Potency, µM (series often up to 114 µM), without a hit: top-dose activity change, negative = inhibition, most hits filed as inhibitors; 1% of 390,000 active; further: potency means the concentration at half of the fitted maximal effect; on the % scale 0 is the no-effect control and ±100 the full control effect; nearly all actives have a fitted effect of over 65% in size
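Rat TrxR1 (90 nM in the dispensed reagent) was pre-reduced with 400 uM NADPH for 5 min at room temperature, then incubated with compound for 15 min. After 400 uM selenite was added, NADPH fluorescence (Ex 340/Em 450 nm) was followed for 8 min.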
TrxR1 substrate – substrates of rat thioredoxin reductase 1. O89049. purified TrxR1 substrate turnover, NADPH consumption readout. Potency, µM (titrated, usually from 114 µM), for the others: at the top dose activity change, negative = substrate turnover. 0.01% of 390,000 active; further: potency means the concentration at half of the fitted maximal effect; on the % scale 0 is the no-effect control and ±100 the full control effect; nearly all actives have a fitted effect of over 50% in size
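Rat TrxR1, dispensed at 90 nM, was prereduced with 400 uM NADPH (final) for 5 min at ~22 deg C, then incubated with compound 15 min before 400 uM selenite. A first-read NADPH fluorescence drop versus no-compound background flagged substrates.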
D2 agonist – D2 dopamine receptor (human) agonism; P14416; HEK293 T-REx D2 cells, calcium flux agonist mode; activation, % at 2 µM; 0.53% of 340,000 active;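 active means activation over 3 SD above normal in the single-dose calcium agonist read, cut at about 30% in these data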; further: 0% is about no effect
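In this primary screen, compounds producing a positive calcium signal within 180 s of addition to tetracycline-induced, force-coupled HEK293 Trex D2 cells are flagged; cells are dye-loaded with a no-wash calcium kit beforehand.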
TRHR agonist – agonists of human TRH receptor; TRHR cells, calcium flux fluo-8, FDSS agonist mode; activation, % at 2 µM; AID 493084; P34981; 0.18% of 360,000 active; in the data active means activation above about 30%; further: 0% is about no effect
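Steps: seed TRHR cells overnight; add fluo-8 no-wash Ca dye, RT 30 min–1.5 h; record 10 s baseline; pin-transfer compounds; monitor fluorescence 1 cycle/s for the agonist window. Calcium increases flag candidate agonists.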
TRHR enhancer – allosterically enhances the human TRH receptor; P34981; TRHR cells, fluo-8 calcium fluorescence, EC20 TRH enhancement; enhancement, % at 2 µM; 0.66% of 360,000 active; AID 493056; in the data active means enhancement above about 30%; further: 0% is about no effect
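TRHR-expressing cells loaded with fluo-8 calcium dye were read kinetically (ex 480/em 530) during compound addition, then stimulated with an EC20 of TRH (10 nM final). Enhancement of the Gq-mediated intracellular calcium response was scored.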
* marks the source's active call; other numbers are inactive results; ? = inconclusive; . = not tested or not shown; [ ] = dose if it differs, or a comment. Unless noted, the call rests on the fitted dose curve; in most records, active means well fitted inhibition curve with a large enough effect; inconclusive means small, poorly fitted or top-dose-only effect; inactive means no such curve, though single readings can be large or run the other way.

SMILES	mIDH1 inhibitor	USP1-UAF1 inh	D2 antagonist	PI4K2A inh	rTrxR1 inhibitor	TrxR1 substrate	D2 agonist	TRHR agonist	TRHR enhancer
O=C(CSCc1cnn(-c2ccccc2)c1-n1cccc1)NCc1ccccc1Br	-1%	-12%	.	-3	11%	0%	-1.6	-0.7	-5
COc1ccc(CNC(=O)CCNS(=O)(=O)c2ccc(Br)s2)cc1	-3%	-3%	9	-2	8%[0.0914 µM]	7%[0.0914 µM]	-1.7	-1.1	3
CCOC(=O)[C@@H]1[C@H]2COc3cc(OC)ccc3[C@@H]2N2C(=O)N(c3cccc(Cl)c3)C(=O)[C@@]12C	-7%	-24%	-10	1	-12%[57.1 µM]	-6%[57.1 µM]	0.2	-1.9	15
CCC1CCCCN1C(=O)COc1c(Br)cc(Br)c2cccnc12 (centres undefined)	5%	-11%	10	2	22%[57.1 µM]	2%[57.1 µM]	-0.9	-0.9	6
Cc1ccccc1NS(=O)(=O)c1cccc(-c2nnc(-c3ccccc3)o2)c1	-3%	-13%	-3	4	-4%	-10%	-0.8	0.4	-4
COC(=O)c1ccc(Cl)c(NC(=O)NC2CCCCC2)c1	5%	-9%	30	-7	6%	-4%	0.0	-1.2	-3
CN(C)S(=O)(=O)N1CCC(N2CCN(Cc3ccc(F)cc3)C(=O)C2=O)CC1	-7%	?	.	-3	17%[57.1 µM]	1%[57.1 µM]	0.3	0.8	-7
O=C(CCNC(=O)c1ccccc1Cl)Nc1cccc(S(=O)(=O)N2CCCCC2)c1	2%	-23%	-21	5	2%	-2%	-0.4	0.1	-7
CCC1CN(C(=O)N2CCC(C(=O)N(C)Cc3ccccc3)CC2)c2ccccc2O1 (centres undefined)	-1%	-23%	.	-4	25%	1%	2.7	-0.2	3
Cc1ccc(S(=O)(=O)N(C)c2ccc(C(=O)NCC(c3ccco3)N(C)C)cc2)cc1 (centres undefined)	-2%	-24%	5	2	16%	8%	0.2	-0.7	-2

Retrieved by structure from the entries so far (3):
SMILES	mIDH1 inhibitor	USP1-UAF1 inh	D2 antagonist	PI4K2A inh	rTrxR1 inhibitor	TrxR1 substrate	D2 agonist	TRHR agonist	TRHR enhancer
CCOC(=O)[C@@H]1[C@H]2COc3cc(OC)ccc3[C@@H]2N2C(=O)N(c3cccc(Cl)c3)C(=O)[C@@]12C	-7%	-24%	-10	1	-12%[57.1 µM]	-6%[57.1 µM]	0.2	-1.9	15
O=C(CSCc1cnn(-c2ccccc2)c1-n1cccc1)NCc1ccccc1Br	-1%	-12%	.	-3	11%	0%	-1.6	-0.7	-5
O=C(CCNC(=O)c1ccccc1Cl)Nc1cccc(S(=O)(=O)N2CCCCC2)c1	2%	-23%	-21	5	2%	-2%	-0.4	0.1	-7

Full records from above.
`CCC1CN(C(=O)N2CCC(C(=O)N(C)Cc3ccccc3)CC2)c2ccccc2O1` (centres undefined) in the list: mIDH1 inhibitor: -1%; USP1-UAF1 inh: -23%; D2 antagonist: .; PI4K2A inh: -4; rTrxR1 inhibitor: 25%; TrxR1 substrate: 1%; D2 agonist: 2.7; TRHR agonist: -0.2; TRHR enhancer: 3
`COc1ccc(CNC(=O)CCNS(=O)(=O)c2ccc(Br)s2)cc1` in the list: mIDH1 inhibitor: -3%; USP1-UAF1 inh: -3%; D2 antagonist: 9; PI4K2A inh: -2; rTrxR1 inhibitor: 8%[0.0914 µM]; TrxR1 substrate: 7%[0.0914 µM]; D2 agonist: -1.7; TRHR agonist: -1.1; TRHR enhancer: 3

Continuation.
SMILES	mIDH1 inhibitor	USP1-UAF1 inh	D2 antagonist	PI4K2A inh	rTrxR1 inhibitor	TrxR1 substrate	D2 agonist	TRHR agonist	TRHR enhancer
CCOc1ccc(C(=O)Nc2ccccc2C#N)cc1[N+](=O)[O-]	-2%	-7%	2	1	-12%	-8%	-0.3	-0.3	3
CCc1ccc2oc(=O)cc(CN3CCCCC3C)c2c1 (centres undefined)	2%	0%	0	0	-6%	-7%	0.7	-2.2	-5
O=c1cc(-c2ccco2)oc2ccc(Cl)cc12	-2%	-18%	5	-5	11%	28%	0.4	-0.7	5
Cn1nc(C(=O)Nc2cccc(S(=O)(=O)N3CCCC3)c2)c2ccccc2c1=O	-6%	-16%	.	1	20%	2%	.	-0.5	12
O=C(CS(=O)(=O)Cc1ccccc1)Nc1nnc(C2CCCCC2)s1	6%	-15%	13	5	-22%	-4%	-0.7	0.4	5
COc1ccc2nc(C)cc(N3CCC(C(N)=O)CC3)c2c1	3%	-14%	2	-5	33%[57.1 µM]	-12%[57.1 µM]	0.8	0.5	1
COc1ccccc1NC(=S)NCc1ccc(S(N)(=O)=O)cc1	3%	-1%	-6	1	18%[57.1 µM]	10%[57.1 µM]	0.8	0.1	6
CCOc1ccc(C(=O)NCC(=O)OCC(=O)Nc2ccccc2OC)cc1	5%	-16%	3	2	14%	-3%	0.8	0.3	-5
OC(c1ccc(Cl)cc1Cl)C(Cc1cccnc1)n1cncn1 (centres undefined)	2%	-15%	-11	3	13%	0%	0.9	-1.1	0
C=CCSc1nc(N)c(C(=O)Nc2ccccc2C)cc1C(N)=O	5%	-5%	16	1	0%[57.1 µM]	0%[57.1 µM]	-1.1	0.0	4

Arranged by value in USP1-UAF1 inh (largest number first): some entries from above
structure | USP1-UAF1 inh
C=CCSc1nc(N)c(C(=O)Nc2ccccc2C)cc1C(N)=O | -5%
CCOc1ccc(C(=O)Nc2ccccc2C#N)cc1[N+](=O)[O-] | -7%
O=C(CS(=O)(=O)Cc1ccccc1)Nc1nnc(C2CCCCC2)s1 | -15%
O=c1cc(-c2ccco2)oc2ccc(Cl)cc12 | -18%

(listing goes on)
SMILES	mIDH1 inhibitor	USP1-UAF1 inh	D2 antagonist	PI4K2A inh	rTrxR1 inhibitor	TrxR1 substrate	D2 agonist	TRHR agonist	TRHR enhancer
COCCNC(=S)c1ccc(OC)cc1	1%	-7%	2	-3	20%[57.1 µM]	17%[57.1 µM]	0.4	-0.3	2
COc1ccc(-c2cn3cccnc3n2)cc1	23%	-17%	-6	2	-4%	889%[activator]	0.8	-0.1	-1
O=C(Oc1ccc(N(C(=O)c2ccncc2)S(=O)(=O)c2ccc(Cl)cc2)cc1)c1ccncc1	4%	-27%	-7	0	?	6%	1.0	-0.2	-4
COc1ccc(NC2CCCN(C(=O)c3ccc(C(C)=O)cc3)C2)cc1 (centres undefined)	-11%	-8%	3	-3	6%	-1%	0.3	0.4	2
Cc1ccc(NC(=O)/C(=C/c2ccc([N+](=O)[O-])cc2)NC(=O)c2ccccc2)cc1	0%	-17%	-5	-2	23%	1%	-0.2	-0.4	-1
COc1ccc(/C=N/NC(=O)CN(C2=NS(=O)(=O)c3ccccc32)c2ccccc2)cc1OC	0%	-2%	-1	5	-1%	-2%	-0.6	-1.0	-1
CCO[C@H]1OC(C(=O)NCc2nc3ccccc3[nH]2)=C[C@@H](c2ccc3c(c2)OCO3)[C@@H]1CCCO	5%	-23%	.	0	9%[57.1 µM]	3%[57.1 µM]	.	.	.
CCCN1C(=O)C(=O)c2cc(Cl)ccc21	11%	-20%	.	14	5%	-4%	.	.	.
CCOc1cc(/C=N/NC(=O)NN(C)c2ncc(C(F)(F)F)cc2Cl)ccc1O	5%	-25%	2	-1	18%[57.1 µM]	5%[57.1 µM]	-0.7	-1.6	2
COc1ccc2c(CC(=O)OCC(=O)Nc3cccc(S(N)(=O)=O)c3)coc2c1	3%	-21%	9	-2	17%	1%	-1.7	-1.8	4
COc1ccc(S(=O)(=O)N2CCN(Cc3nc4ccc(C)cc4o3)CC2)cc1OC	-3%	-24%	.	3	14%[57.1 µM]	0%[57.1 µM]	-2.4	-0.3	-1
COc1ccc(C(=O)n2nc(-c3ccccc3)nc2N)cc1OC	3%	-4%	12	9	21%	6%[57.1 µM]	-0.2	-0.4	-5
CCCCNC(=O)[C@H]1C[C@H]1[C@@H](O)[C@H](CO)NC(=O)[C@H](Cc1ccccc1)NC(=O)OC(C)(C)C	4%	-17%	9	-1	-1%	-7%	-0.3	-0.3	0
CC[C@]1(C(=O)OC)[C@H]2C(=O)N(Cc3ccccc3)C(=O)[C@H]2[C@H]2CN(C)C(=NC)N21	0%[38.3 µM]	-19%	.	-3	28%	10%	.	.	.
CCOc1ccccc1OC(C)C(=O)Nc1ccc(S(=O)(=O)N2CCCC2)cc1 (centres undefined)	11%	-8%	3	5	-11%	-7%	-2.0	-0.3	0
C=CCNC(=O)c1ccccc1NS(=O)(=O)c1ccccc1	4%	-6%	7	-6	24%[57.1 µM]	8%[57.1 µM]	-0.5	0.2	0
CCOC(=O)C1CCCN(C(=O)c2cc(-c3ccco3)nc3ccccc23)C1 (centres undefined)	1%	-17%	.	?	?	408%[activator]	.	.	.
O=C(NC(NC(=S)Nc1cc(Cl)ccc1Cl)C(Cl)(Cl)Cl)c1ccco1 (centres undefined)	2%	8%	-11	0	?	-5%	-0.4	0.4	-2
Cc1ccc(C)c(N2CCN(C(=O)CCc3nc(-c4ccc(Cl)cc4)no3)CC2)c1	-10%	?	.	2	20%	-4%	.	.	.
CCOc1cc(Br)c(C2C(C(=O)OC)=C(C)NC3=C2C(=O)c2ccccc23)cc1OCC (centres undefined)	8%	5%	.	-6	-12%	-3%	-1.3	0.0	-4
NC(=O)CC1C(=O)N(c2ccc(F)cc2)C(=O)N1NC(=O)CCc1ccccc1 (centres undefined)	11%	-14%	14	-2	11%	1%[0.0914 µM]	0.0	-0.3	2
